Source: PubChem BioAssay (The Scripps Research Institute Molecular Screening Center)
M1 ag – human M1 muscarinic receptor agonism; P11229; CHO-K1 hM1, Fluo-8 calcium fluorescence, agonist mode; 0% DMSO, 100% acetylcholine EC100; activation, % at 3 µM; 360,000 tested, 0.33% active; AID 588814;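 active = activation above the run's mean compound activation plus 3 SD, cut at about 16% in these data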;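 note: peak over basal fluorescence ratio within a 140 s kinetic read after compound addition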
CHRM1 antagonist – blocks human M1 muscarinic receptor; P11229; CHO-K1 hM1, Fluo-8 calcium fluorescence, ACh EC80 antagonist; inhibition, % at 3 µM; 360,000 tested, 1.3% active; AID 588852;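 active = percent inhibition above its own plate's cutoff, namely the mean of that plate's compound wells plus 3 SD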;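 note: peak over basal fluorescence ratio during 140 s after agonist addition; 0% = ACh EC80 plus DMSO and 100% = DMSO alone without agonist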
CHO parental Ca – counter-screen: ATP calcium response change in parental CHO cells; parental CHO-K1, ATP-induced calcium, Fluo-8 fluorescence; 330,000 tested, 0.63% active; inhibition, % at 5.6 µM;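 active = inhibition above that plate's mean sample inhibition plus 3 SD, cut at about 26% in these data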;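 note: 0% = ATP-challenged DMSO wells and 100% = DMSO wells without ATP; some compounds past the cut are filed as inactive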
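Material: Parental CHO cells | Reagent: ATP | Compound dosing: Single nominal dose of 5.6 µM per compound | Detection: Intracellular calcium via Fluo-8 no-wash fluorescent dye | Read-out: % inhibition of ATP-induced calcium mobilization | Benchmarks: Low control ATP plus DMSO, high control DMSO only | Replicates: Singlicate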
OXTR potentiator – potentiators of human oxytocin receptor | P30559 | CHO-OTR cells, Fluo-8 calcium fluorescence, potentiator mode; 0% = oxytocin EC15, 100% = EC100 | activation, % at 3 µM | 320,000 tested, 0.061% active;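 active = activation above that plate's cutoff, the mean activation of tested compounds plus 3 SD, cut at about 6.6% in these data, passing the limit was not always enough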;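 note: 100% uses oxytocin at 75 nM as the full agonist control; some results filed as inactive read as strong as hits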
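Dosing: Single dose, 3.0 µM nominal final compound concentration | Material: Human OTR in CHO cells | Technique: Kinetic Fluo-8 calcium fluorescence | Benchmarks: EC15 oxytocin alone as 0%, 75 nM oxytocin as 100% | Probe or stimulus: Oxytocin at about EC15, sub-maximal agonist stimulus | Incubation: Compound 6 min at room temperature before oxytocin, 100 s read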
M1 PAM – potentiates human M1 receptor response to acetylcholine | P11229 | CHO-K1 hM1, Fluo-8 calcium fluorescence, ACh EC20; 0% = ACh EC20, 100% = maximal ACh | activation, % at 3 µM | 360,000 tested, 0.088% active | AID 588819; in the data active = activation above about 19%, passing the limit was not always enough
TAAR1 ag – human TAAR1 agonism; Q96RJ0; activation, % at 3 µM; CHO RD-HGA16 TAAR1, Fluo-8 calcium fluorescence; vehicle wells 0%, saturating PEA agonist 100%; 360,000 tested, 0.99% active;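 active = activation above the mean activation of all test compounds in the run plus 3 SD, cut at about 38% in these data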
Target sequence (Q96RJ0 whole entry, looked up): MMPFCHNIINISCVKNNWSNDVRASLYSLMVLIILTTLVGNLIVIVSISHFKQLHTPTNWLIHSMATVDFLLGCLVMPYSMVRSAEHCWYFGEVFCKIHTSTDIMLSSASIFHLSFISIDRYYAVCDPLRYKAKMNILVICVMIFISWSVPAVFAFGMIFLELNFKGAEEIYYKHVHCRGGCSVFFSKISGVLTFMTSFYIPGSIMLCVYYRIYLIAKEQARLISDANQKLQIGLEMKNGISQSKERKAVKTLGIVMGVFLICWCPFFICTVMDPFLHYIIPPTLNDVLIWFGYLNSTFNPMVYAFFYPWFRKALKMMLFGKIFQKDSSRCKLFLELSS
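Test system: RD-HGA16 (CHO) cells co-expressing Gα16 and hTAAR1 / Benchmarks: DMSO vehicle as 0%, PEA at EC100 as 100% / Repeats: no replicates (n 1) / Measure: % activation from peak over basal fluorescence ratio, DMSO-to-PEA scaled / Timing: 17-24 h plating, Fluo-8 75 min 37 °C, 30 min RT / Technique: kinetic Fluo-8 calcium fluorescence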
V1R ag counter – counter-screen for oxytocin receptor agonists: human V1a receptor agonists; activation, % at 3 µM; CHO-V1R cells, Fluo-8 calcium fluorescence, agonist mode; 0% DMSO, 100% 3 nM vasopressin; AID 2797; P37288; 320,000 tested, 0.25% active;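 active = activation above the mean activation of all tested compounds plus 3 SD, per screening run, cut at about 20% in these data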;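 note: signal is peak over basal fluorescence ratio across a 100 second FLIPR read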
Target sequence (P37288 whole entry, looked up): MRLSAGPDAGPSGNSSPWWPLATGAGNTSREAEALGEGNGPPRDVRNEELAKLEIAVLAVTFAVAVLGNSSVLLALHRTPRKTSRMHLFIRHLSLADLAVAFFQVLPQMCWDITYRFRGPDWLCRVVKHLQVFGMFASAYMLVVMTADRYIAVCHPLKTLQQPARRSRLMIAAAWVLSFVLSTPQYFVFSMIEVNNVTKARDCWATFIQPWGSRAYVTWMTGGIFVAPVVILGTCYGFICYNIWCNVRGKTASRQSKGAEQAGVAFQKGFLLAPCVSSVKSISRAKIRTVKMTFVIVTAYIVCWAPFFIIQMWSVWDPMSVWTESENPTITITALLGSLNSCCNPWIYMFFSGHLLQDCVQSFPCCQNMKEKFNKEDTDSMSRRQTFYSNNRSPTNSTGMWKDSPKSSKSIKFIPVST
TAAR1 antagonist – human TAAR1 antagonism; Q96RJ0; CHO RD-HGA16 TAAR1, Fluo-8 calcium fluorescence, antagonist; inhibition, % at 3 µM; 360,000 tested, 1.5% active;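 active = inhibition above a per-plate cutoff, the mean inhibition of test compounds on that plate plus 3 SD, cut at about 49% in these data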;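 note: 0% = DMSO plus EC80 beta-PEA response and 100% = DMSO alone without agonist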
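System: CHO RD-HGA16 cells bearing hTAAR1. Reagent: EC80 β-phenethylamine stimulus. Schedule: seeding 17-24 h prior, 75-min 37 °C, 30-min RT dye loading. Signal: Fluo-8 intracellular calcium dye fluorescence, real-time kinetic reads. Read-out: % inhibition from peak post-agonist over basal fluorescence ratio. Benchmarks: vehicle wells and EC80 agonist wells. Replicates: n of 1.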
OXTR ag – activates the human oxytocin receptor; activation, % at 3 µM; AID 2435; 320,000 tested, 0.32% active; P30559; CHO-OTR cells, Fluo-8 calcium fluorescence; normalized: DMSO 0%, oxytocin 100%;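 active = activation above the mean of all tested compounds plus 3 SD, cutoff set per screening run, cut at about 20% in these data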;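 note: peak over basal fluorescence ratio from a 100 s FLIPR kinetic read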
Starred values were filed as active, the others as inactive; x = not tested or not shown.

SMILES	M1 ag	CHRM1 antagonist	CHO parental Ca	OXTR potentiator	M1 PAM	TAAR1 ag	V1R ag counter	TAAR1 antagonist	OXTR ag
Cc1ccc(C)c(-c2cc(C(=O)NCc3cccs3)c3ccccc3n2)c1	-9.5	4.4	-23.6	-8.2	-8.9	3.7	0.2	49.3*	0.3
Cn1c(C(=O)N[C@@H](Cc2ccccc2)C(=O)NCCC(=O)O)cc2cc(Cl)ccc21	2.2	-11.8	x	x	7.0	-1.0	x	-5.2	x
Cc1cccc(N2C(=O)N3[C@@H]4c5ccccc5OC[C@@H]4[C@@H](c4ccccc4)[C@@]3(C)C2=O)c1	-3.3	-5.9	-24.1	-2.8	4.3	-0.3	1.1	4.4	-1.4
Cc1cccc(C)c1NC(=O)COC(=O)Cc1ccsc1	-2.0	2.1	-1.5	-2.2	-1.6	9.8	0.3	-3.0	-0.4
Cc1sc2nc3ccc(N4CCCC4)nn3c(=O)c2c1C	-3.8	-18.9	0.7	-1.3	10.3	0.8	2.1	-10.4	-0.1
CSc1ccccc1NC(=O)CN1c2ccccc2CC1C (configuration not stated)	-3.2	-7.8	-13.1	-18.0	1.2	-2.4	-1.0	-32.0	-2.6
O=C(CC1Oc2ccccc2NC1=O)NC1CC1 (configuration not stated)	-1.5	-4.0	8.6	-5.7	0.8	1.1	0.9	-21.6	1.1
COc1ccc(NC2CCCN(C(=O)CCCn3cncn3)C2)cc1OC (configuration not stated)	-3.6	-5.0	-7.7	-6.9	-0.9	0.8	0.3	1.3	-0.2
Cc1c(CC(=O)N[C@@H](C)C(=O)O)c(=O)oc2cc3oc4c(c3cc12)CCCC4	-4.3	11.6	13.0	-5.2	3.8	2.2	-0.6	-4.6	0.1
CCCc1nc(Nc2nc3ccccc3o2)nc(C)c1C(=O)OCC	-2.6	-4.7	-3.4	-1.8	3.1	8.0	-0.4	6.0	0.0
Cc1cccc(N2CC(c3nc4ccccc4[nH]3)CC2=O)c1 (configuration not stated)	-7.4	4.5	-20.0	-14.5	-2.9	4.8	1.0	2.4	1.8
Cc1ccc(S(=O)(=O)Nc2c(O)ccc3ccccc23)cc1	-2.2	-13.6	-34.3	-2.6	9.1	x	0.5	x	0.8
CCOc1ccccc1-c1nc(CN2CCN(C(=O)c3ccco3)CC2)c(C)o1	-0.1	-24.8	-10.1	-1.8	19.2	2.6	-0.5	-0.2	-1.8
Cc1ccc(C(C(=O)NC2CCCC2)N(Cc2ccc3c(c2)OCO3)C(=O)c2snc(C(N)=O)c2N)cc1 (configuration not stated)	-4.7	24.3*	4.1	-20.1	-17.8	8.4	-0.7	28.3	-1.1
COCCNC(=O)CN1CCC(NC(=O)c2ccco2)CC1	-3.8	-7.1	0.0	-7.8	2.7	-0.9	-0.2	7.2	0.1
Cc1cc(C)n2nc(C(=O)N/N=C/c3ccccc3C)nc2n1	-2.9	-20.3	0.1	-4.5	13.0	1.7	1.1	-11.2	0.3
C[C@H](CO)N1C[C@H](C)[C@@H](CN(C)S(=O)(=O)c2ccccc2)Oc2ccc(NS(=O)(=O)c3cccs3)cc2C1=O	-7.0	-0.5	-8.3	-3.0	-2.8	5.3	0.5	4.8	0.2
COc1ccc(NC(=O)CCNS(=O)(=O)c2cc(Br)cnc2N)c(OC)c1	-1.5	-4.5	-20.1	2.5	6.6	1.5	2.2	-6.0	1.0
O=C(CSc1nnc2scc(-c3ccccc3)n12)c1ccc2c(c1)OCCO2	-2.5	-1.6	-6.3	-9.4	-1.0	0.7	0.2	-10.8	-0.6
c1ccc(SSc2ccccc2)cc1	-2.0	-29.2	-4.3	-6.5	3.7	1.2	-0.1	-6.8	0.4
CC(=O)c1c(C)[nH]c(C(=O)COc2ccc3ccc(=O)oc3c2)c1C	0.8	-17.6	2.1	-8.4	9.6	14.5	5.1	46.1	2.4
O=C1c2ccccc2CCC12N=NCC2c1ccccc1 (configuration not stated)	-6.2	-8.9	0.2	3.1	6.5	6.5	-1.3	-1.5	-1.6
COc1ccc(CCNc2ccc(N3C(=O)CC(C)C3=O)cc2[N+](=O)[O-])cc1 (configuration not stated)	0.4	-15.1	-7.8	-14.0	10.3	1.4	4.9	17.5	4.1
Cc1ccc(CCNC(=O)C2CCCN(S(=O)(=O)c3c(C)noc3/C=C/N(C)C)C2)cc1 (configuration not stated)	-5.1	-24.5	-6.6	-7.0	6.3	3.0	1.8	13.3	0.2
CC1COCC(C)N1C(=O)c1cccnc1 (configuration not stated)	-2.3	-8.8	x	x	6.7	2.1	x	-7.0	x
Cc1cc2cc(CCNC(=O)CCc3ccccc3)c(=O)[nH]c2cc1C	-4.7	6.0	-13.6	-6.2	-1.9	-2.0	-0.8	-8.4	-0.5
CCOc1cc2[nH]c(=S)n(CCc3ccc(OC)c(OC)c3)c(=O)c2cc1OCC	-4.4	-15.5	-10.7	-4.3	8.7	2.3	-0.3	6.0	-0.3
O=C(NC(=S)N1CCCCC1)c1cccnc1	-1.9	-13.7	5.5	-19.2	7.8	2.9	0.2	-4.3	0.7
COc1cccc(/C=N/NC(=O)Cn2cnc3c2c(=O)n(C)c(=O)n3C)c1	-1.7	-17.7	-4.3	-5.0	16.9	1.9	0.5	-10.5	0.7
COc1ccc(C(=O)COC(=O)C2COc3ccccc3O2)c(OC)c1 (configuration not stated)	-0.8	-10.2	x	x	3.8	2.3	x	-7.3	x
OC(CN1C2=NCCN2c2ccccc21)c1ccc(Br)cc1 (configuration not stated)	-5.9	-7.7	-9.9	-8.1	1.8	12.5	0.5	-14.9	0.7
CC(=O)OCC1OC(Sc2cccc3cccnc23)C(OC(C)=O)C(OC(C)=O)C1OC(C)=O (configuration not stated)	-0.2	-9.4	-3.4	-13.3	-3.4	18.3	0.3	22.7	-1.3
COc1ccc(NC(=S)NC(=O)Cc2ccccc2)c(OC)c1	7.1	-11.3	-16.9	-14.0	10.2	25.2	10.6	15.4	4.3
O=C(O)CSc1nnc(-c2ccco2)o1	-3.2	-8.2	12.1	-9.6	7.0	-0.4	0.8	-3.5	0.1
COc1cc2c(C(=O)N3CCN(c4cccc(Cl)c4)CC3)cn(CC(C)C)c(=O)c2cc1OC	-4.0	8.2	-30.2	-25.2	-2.5	13.4	2.1	11.1	0.9
N#CCCN1CCNCC1	-0.3	5.8	-6.3	-7.7	8.8	11.8	-0.5	-8.5	0.9
O=C(NNc1nc2c(F)cccc2s1)c1cc(=O)c2ccccc2o1	-0.2	-8.2	2.1	-6.3	2.9	2.1	0.1	-15.1	-0.5
Clc1ccc(CSc2ccc(-c3ccco3)nn2)cc1	-4.8	5.1	1.8	-11.7	-3.7	3.3	-0.5	-44.8	-2.6
CN(C(=O)c1ccc(NC(=O)Cc2ccc(NC(=O)C3CCCN(C(=O)CCc4ccccc4)C3)cc2)cc1)C1CC1 (configuration not stated)	-5.3	6.7	-7.7	0.8	0.2	5.1	-0.3	-5.9	1.4
CS(=O)(=O)N1CCC(C(=O)Nc2ccccc2Br)CC1	-5.2	1.9	-6.1	1.0	-0.3	8.0	0.1	-19.0	-0.3

Part of the list above in order of molar mass, rising:
SMILES	M1 ag	CHRM1 antagonist	CHO parental Ca	OXTR potentiator	M1 PAM	TAAR1 ag	V1R ag counter	TAAR1 antagonist	OXTR ag
N#CCCN1CCNCC1	-0.3	5.8	-6.3	-7.7	8.8	11.8	-0.5	-8.5	0.9
O=C1c2ccccc2CCC12N=NCC2c1ccccc1 (configuration not stated)	-6.2	-8.9	0.2	3.1	6.5	6.5	-1.3	-1.5	-1.6
Cc1cccc(N2C(=O)N3[C@@H]4c5ccccc5OC[C@@H]4[C@@H](c4ccccc4)[C@@]3(C)C2=O)c1	-3.3	-5.9	-24.1	-2.8	4.3	-0.3	1.1	4.4	-1.4
Cn1c(C(=O)N[C@@H](Cc2ccccc2)C(=O)NCCC(=O)O)cc2cc(Cl)ccc21	2.2	-11.8	x	x	7.0	-1.0	x	-5.2	x
CCOc1cc2[nH]c(=S)n(CCc3ccc(OC)c(OC)c3)c(=O)c2cc1OCC	-4.4	-15.5	-10.7	-4.3	8.7	2.3	-0.3	6.0	-0.3

Only CHRM1 antagonist, V1R ag counter and M1 ag, for 2 of the compounds above:
| canonical_smiles | CHRM1 antagonist | V1R ag counter | M1 ag |
| --- | --- | --- | --- |
| COc1cccc(/C=N/NC(=O)Cn2cnc3c2c(=O)n(C)c(=O)n3C)c1 | -17.7 | 0.5 | -1.7 |
| CC1COCC(C)N1C(=O)c1cccnc1 (configuration not stated) | -8.8 | x | -2.3 |

Next structures follow.
SMILES	M1 ag	CHRM1 antagonist	CHO parental Ca	OXTR potentiator	M1 PAM	TAAR1 ag	V1R ag counter	TAAR1 antagonist	OXTR ag
COc1ccc(CN(CC(=O)NC2CCCC2)C(=O)CCC(=O)Nc2cc(C)on2)cc1	-0.8	-0.7	-10.4	-5.9	3.0	6.7	0.1	-2.7	-1.7
CSc1cc(CS(=O)(=O)c2ccccc2)nc(-c2ccccc2)n1	-4.0	-2.4	-21.5	-5.1	3.5	1.1	0.2	-11.8	-0.9
O=C1NC2(CCCC2)N=C1c1ccc(Cl)cc1	-5.9	0.8	-17.5	-7.1	3.2	0.1	-0.1	4.3	2.2
Cc1cc(=O)n2[nH]c(Nc3cccc(Cl)c3)nc2n1	4.6	-10.9	-0.7	-0.6	8.6	0.4	0.5	-17.4	0.3
CC(=O)Nc1ccc(S(=O)(=O)NCCc2ccc(S(N)(=O)=O)cc2)cc1	-0.2	-9.1	-0.6	-9.6	9.4	1.5	0.0	-17.7	-0.5
Cc1ccc(NC2CCCN(C(=O)c3cn4cccc(C)c4n3)C2)cc1C (configuration not stated)	-2.9	-2.5	x	x	1.3	2.5	x	-16.9	x
O=C(CNCc1ccccc1)NC1C2CC3CC(C2)CC1C3 (configuration not stated)	-3.1	-15.4	-20.6	1.3	7.3	1.5	1.2	-2.6	0.3
CCCn1c(=O)c(C(=O)c2ccccc2)nc2ccccc21	-3.1	-2.6	-8.5	0.0	2.9	3.0	-1.1	7.6	-2.3
Cc1ccc(-c2csc3ncn(CC(=O)N4CCOCC4)c(=O)c23)cc1	-2.5	-6.1	-24.0	-14.3	5.6	19.6	-0.8	-1.4	-1.9
